High-throughput results: PubChem BioAssay, several laboratories
SRC2 TRFRET art = counter-screen for PPARgamma SRC-2 recruitment agonists: TR-FRET artefact; stronger effect = higher value; TR-FRET ratio at 8 µM; hit rate 0.4% among 200,000; in the data active means TR-FRET ratio above about 2000; further: inactives centre near 1500; reference of the scale not given here
bIAP act = increases bovine intestinal alkaline phosphatase activity; purified bovine IAP, CDP-star luminescence, 30 min; stronger effect = higher value; fold of DMSO-control signal, blank-subtracted; activation factor at 20 µM; hit rate 0.17% among 200,000; AID 1016;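 active means activation factor of 2 or more at 20 µM, a signal rise over negative controls twice the positive control's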
TLR4 MyD88 comp = blocks binding of human TLR4 to MyD88; O00206+Q99836; HeLa CL3-4 TLR4/MyD88 BLA complementation, FRET ratio; inhibition, % at 8.4 µM; hit rate 0.18% among 200,000; in the data active means inhibition above about 25%;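 further: 0% = vehicle and 100% = reference inhibitor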
S1P3 antag = blocks the human S1P3 receptor | AID 485 | inhibition, % at 4.98 µM | CHO S1P3 NFAT-BLA reporter, FRET fluorescence, antagonist mode | hit rate 0.27% among 170,000;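 active means inhibition above the plate cutoff, the mean inhibition of test wells on that plate plus 3 SD, cut at about 28% in these data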;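 further: cells challenged with S1P at its EC80 of 0.8 µM; blue over green emission ratio from cleaved BLA substrate after 4 h stimulation; 0% = S1P-stimulated wells and 100% = unstimulated DMSO-only wells; some compounds past the cut are filed as inactive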
PPARg SRC3 recr = agonists of human PPARgamma SRC-3 coactivator recruitment | hit rate 0.26% among 200,000 | activation, % at 8 µM | biochemical PPARgamma/SRC-3 coactivator recruitment assay | AID 731; in the data active means activation above about 23%;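 further: 0% = DMSO and 100% = reference agonist; some compounds past the cut are filed as inactive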
Target sequence (P37231 whole entry, looked up): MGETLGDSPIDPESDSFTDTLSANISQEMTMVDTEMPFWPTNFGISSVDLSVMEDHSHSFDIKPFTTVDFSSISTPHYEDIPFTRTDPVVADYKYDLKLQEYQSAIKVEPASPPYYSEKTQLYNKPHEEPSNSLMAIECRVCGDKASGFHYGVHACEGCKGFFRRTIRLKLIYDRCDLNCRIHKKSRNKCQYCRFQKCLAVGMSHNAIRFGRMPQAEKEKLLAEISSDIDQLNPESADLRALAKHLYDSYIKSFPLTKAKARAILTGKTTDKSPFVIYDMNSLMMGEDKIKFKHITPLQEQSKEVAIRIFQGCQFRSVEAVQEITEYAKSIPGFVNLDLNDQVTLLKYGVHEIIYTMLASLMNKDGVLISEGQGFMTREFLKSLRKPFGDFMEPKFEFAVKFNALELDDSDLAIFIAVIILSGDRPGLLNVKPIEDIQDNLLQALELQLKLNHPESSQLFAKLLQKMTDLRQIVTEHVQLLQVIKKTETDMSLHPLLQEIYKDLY
Redox H2O2 prof = compounds producing H2O2 with reducing agent – biochemical, NIH compound library profiling, artefact control for MLSCN library redox annotation, primary screen; AID 878; DTT-dependent redox cycling H2O2, phenol red/HRP absorbance; 100% = 100 µM peroxide control, 0% = buffer; activation, % at 10 µM; hit rate 0.03% among 200,000;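 active means activation of at least 50% relative to the plate's high and low controls in the primary single-dose screen; inactive means activation below 50%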;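 further: compound incubated with DTT at 0.8 mM final as the reducing agent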
PPARg SRC-1 ag = promotes SRC-1 coactivator recruitment by human PPARgamma; P37231; PPARgamma-SRC-1 coactivator recruitment biochemical assay; activation, % at 8 µM; hit rate 0.41% among 200,000; AID 631; in the data active means activation above about 19%;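 further: 0% = DMSO and 100% = reference agonist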
L major viab = reduces viability of Leishmania major promastigotes; resazurin fluorescence viability; inhibition, % at 10 µM; hit rate 9% among 200,000; in the data active means inhibition above about 50%;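 further: promastigotes grown with compound for 44 hours at 28 °C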
bIAP inhibitor = intestinal alkaline phosphatase (bovine) inhibition; purified bovine IAP, CDP-star luminescence, 30 min; inhibition, % at 20 µM; 190,000 tested, under 10 active;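 active means over 50% inhibition of intestinal alkaline phosphatase at 20 µM in the single-dose screen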
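Incubation: 30 min reaction at room temperature / Material: purified bovine intestinal alkaline phosphatase (IAP) enzyme / Input: enzyme at 1/65,000,000 dilution / Dosing: 20 µM single dose / Signal: CDP-star luminescence signal / Reagent: CDP-star chemiluminescent phosphatase substrate, 30 µM final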
PPARg SRC-2 ag = promotes SRC-2 coactivator recruitment by human PPARgamma; P37231; PPARgamma LBD-SRC-2 recruitment, biochemical; activation, % at 8 µM; hit rate 0.34% among 200,000; AID 1032; in the data active means activation above about 22%;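 further: 0% = vehicle and 100% = reference agonist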
ROMK primary = modulators of human ROMK potassium channel. P48048. hit rate 2% among 130,000. B-score at 10 µM. Tet-inducible ROMK, thallium flux fluorescence; actives lie on both sides;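 active means signal ratio slope over the read window, or its plate-corrected B-score, at least 3 SD from the plate mean, either direction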;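 further: B-score of the F/F0 ratio slope over 7 to 12 s after thallium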
Target sequence (P48048 whole entry, looked up): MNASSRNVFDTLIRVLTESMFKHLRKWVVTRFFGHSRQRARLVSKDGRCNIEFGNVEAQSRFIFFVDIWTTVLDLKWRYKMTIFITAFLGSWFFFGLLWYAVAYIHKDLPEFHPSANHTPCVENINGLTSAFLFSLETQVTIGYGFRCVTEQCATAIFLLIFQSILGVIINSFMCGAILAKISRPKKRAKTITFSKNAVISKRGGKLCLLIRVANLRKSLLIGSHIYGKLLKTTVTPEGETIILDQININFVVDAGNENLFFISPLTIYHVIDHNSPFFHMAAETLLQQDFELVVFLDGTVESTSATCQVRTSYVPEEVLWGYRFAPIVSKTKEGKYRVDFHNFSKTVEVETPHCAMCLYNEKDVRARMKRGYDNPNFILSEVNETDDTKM
Numbers without * were called inactive; nt = no result given.

Structure	SRC2 TRFRET art	bIAP act	TLR4 MyD88 comp	S1P3 antag	PPARg SRC3 recr	Redox H2O2 prof	PPARg SRC-1 ag	L major viab	bIAP inhibitor	PPARg SRC-2 ag	ROMK primary
Cc1cc2ncn(S(=O)(=O)N3CCOCC3)c2cc1C	1267	1	-5	10	4	0.6	-2	6	-3	-9	nt
CCCOc1ccc(Cl)cc1CN1CCOCC1	1618	0.9	-3	nt	2	0.0	1	12	6	1	-0.44
CCCN1C(=O)C(NC(C)=O)c2cc(OC)ccc21 (stereo not drawn)	1614	1	1	-46	3	0.4	7	-3	-3	6	nt
Cc1c(N=Cc2ccc(-c3ccc(Cl)cc3)o2)c(=O)n(-c2ccccc2)n1C	1507	0.8	5	-14	0	-1.4	2	10	22	3	nt
Fc1ccc(Oc2ccc3nnc(C(F)(F)F)n3n2)cc1	1404	1	-4	-6	-5	-0.5	-1	8	4	-10	-0.095
CCCS(=O)(=O)Nc1cccc(-c2ccc3nnc(C)n3n2)c1	1440	1	3	-11	-1	-0.4	9	5	-4	2	nt
Cc1ccc(C(=O)OCC(=O)N(C)C2CCS(=O)(=O)C2)cc1[N+](=O)[O-] (stereo not drawn)	1524	1.1	0	-11	-1	0.0	-9	0	-8	-7	nt
O=C(Cn1cnc2c(nnn2Cc2ccc(F)cc2)c1=O)OCc1ccccc1	1559	0.9	7	19	8	1.0	2	-9	10	12	-0.032
CSCCC(NS(=O)(=O)c1ccc(C)c(C(=O)O)c1)C(=O)O (stereo not drawn)	1491	1	10	-17	-3	-0.6	0	0	1	-6	0.58
Cc1sc2c(c1C)c(=O)n(-c1cccc(C(F)(F)F)c1)c(=O)n2CC(=O)NCc1ccco1	1462	0.9	-5	nt	0	-0.1	5	-6	7	-2	1.4
CCN1CCN(c2nc(C)c3c(n2)CCCC3=O)CC1	1460	1	0	nt	9	2.3	-2	-5	-1	-9	nt
COc1ccc(N2CCN(C(=O)NCc3ccc(OC)c(Cl)c3)CC2)cc1	1667	1	7	-23	1	-1.9	-2	-4	-4	3	-0.86
NS(=O)(=O)c1ccc(N2N=C(c3ccccc3)CC2c2ccc(F)cc2)cc1 (stereo not drawn)	1539	1.4	-32	nt	2	1.6	-3	98*	-41	4	nt
Cc1ccc(CN(Cc2cccnc2)C(=S)Nc2cccc(Cl)c2C)cc1	1424	1	-4	-10	0	0.5	5	21	0	-1	0.91
Cc1ccc(NC(=O)C(=O)NCC2CCCO2)cc1 (stereo not drawn)	1239	1.1	13	-21	-4	-1.3	-6	-5	-14	-4	0.37
O=Cc1ccccc1OS(=O)(=O)c1ccccc1	1549	0.9	-15	0	5	0.1	3	2	11	-1	-1.4
CC1=NN(c2ccccc2)C(=O)C1C(=O)c1cc([N+](=O)[O-])cc([N+](=O)[O-])c1 (stereo not drawn)	1699	1	0	-8	9	-1.9	16	-20	1	12	1
COc1ccc(Cn2cc(F)c(=O)n(CCC(C)C)c2=O)cc1[N+](=O)[O-]	1583	0.9	1	nt	0	0.9	3	-3	14	1	nt
O=C(NCCc1ccccc1)C1CCN(C(=O)c2ccc([N+](=O)[O-])cc2)CC1	1426	1.2	-3	1	0	-2.1	0	-3	-18	9	-2.6
Cc1cccc(-n2nnc(C(=O)NC3CCCc4ccccc43)c2N)c1 (stereo not drawn)	1566	1	8	19	22	0.4	3	14	-2	7	-0.55
CC(C)c1ccc(OCC(=O)NCc2ccco2)cc1	1597	0.9	-11	-18	-6	1.4	-4	-4	10	1	nt
CCOC(=O)/C=C/C(=O)Nc1nccs1	1538	1	4	2	1	0.4	2	3	4	0	nt
CN(C)S(=O)(=O)c1cc(NC(=O)COC(=O)CCSc2ccc(Cl)cc2)ccc1Cl	1464	0.7	-4	-14	-2	-0.1	-4	-3	30	-3	1.8
c1csc(-c2nnc3ccccn23)c1	1563	0.9	-5	20	-10	0.8	-1	0	12	6	nt
NS(=O)(=O)c1ccc(NC(=S)NC2CC2)cc1	1635	1.1	-1	-20	3	-1.2	-2	-5	-12	6	0.4
O=Cc1ccc(-c2ccccc2OC(F)(F)F)o1	1690	0.9	-5	nt	8	-0.1	7	2	14	5	3.8*
Nc1cc2nn(-c3ccccc3)nc2cc1Cl	1481	1	-13	-14	1	-0.6	7	-2	3	6	2.3
CCOC(=O)c1ccc(Oc2c(C)oc3c(CN4CCN(C)CC4)c(O)ccc3c2=O)cc1	1577	1	-19	-13	6	0.0	-7	100*	4	0	-0.0086
CC(C)(C)NS(=O)(=O)c1ccc(NC(=O)C2CCCCC2)cc1	1638	1	-12	-16	2	-4.0	-1	1	0	6	0.27
CCOC(=O)c1ccc(NC(=O)COc2ccccc2CNC2CCCC2)cc1	1482	1.1	4	-20	1	0.3	-8	100*	-13	-5	-2.4

3 entries out of the list above, sorted by their value in PPARg SRC-1 ag, falling.
molecule,PPARg SRC-1 ag
Nc1cc2nn(-c3ccccc3)nc2cc1Cl,7
O=C(Cn1cnc2c(nnn2Cc2ccc(F)cc2)c1=O)OCc1ccccc1,2
O=C(NCCc1ccccc1)C1CCN(C(=O)c2ccc([N+](=O)[O-])cc2)CC1,0

Following part:
Structure	SRC2 TRFRET art	bIAP act	TLR4 MyD88 comp	S1P3 antag	PPARg SRC3 recr	Redox H2O2 prof	PPARg SRC-1 ag	L major viab	bIAP inhibitor	PPARg SRC-2 ag	ROMK primary
Cc1nn(-c2nc3ccccc3s2)c(C)c1Oc1ccccc1O	1491	1	0	24	-3	0.2	0	19	0	7	nt
CC(C)CC(=O)NC(Nc1ccccc1F)C(Cl)(Cl)Cl (stereo not drawn)	1478	0.9	-1	nt	-5	-3.6	0	63*	6	-1	-0.56
C=CCN(CC=C)CCOc1ccc(C)cc1[N+](=O)[O-]	1556	1.1	-9	10	1	-1.7	1	19	-10	3	-0.12
O=C(NC1CCCC1)c1ccc(CN2CCOCC2)cc1	1701	1	-4	nt	2	0.1	-4	-5	0	10	0.35
CCC(C)(C)C(=O)Nc1cc([N+](=O)[O-])ccc1Cl	1644	1	3	-7	4	-0.7	-1	-3	-3	6	-0.018
COc1ccc(C(C)(C)C)cc1NC(=O)c1c(C)noc1C	1548	0.9	1	-30	-6	0.4	4	0	13	10	-0.52
CCC(CC)=NNc1cccc([N+](=O)[O-])c1	1548	0.5	0	1	3	-0.2	1	-6	46	1	nt
O=C(CCCCCn1c(SCc2ccncc2)nc2ccccc2c1=O)NCc1ccco1	1676	0.9	0	6	0	3.0	2	-8	11	0	nt
O=C(CCCN1C(=O)c2ccccc2C1=O)Nc1sc2c(c1C(=O)NCc1ccco1)CCC2	1656	1	-1	9	5	-3.4	2	4	3	-1	nt
COc1cc(C(=O)OC2CSCC2NC(=O)c2ccccc2)cc(OC)c1OC (stereo not drawn)	1410	1	-4	12	7	-0.1	6	13	3	9	-0.41
S=C(NCc1cccc(Cl)c1)NC1CCCCC1	1457	1	-8	-18	-5	-0.5	-5	22	5	-8	0.69
O=C(NCc1ccccn1)c1cccn1-c1ncc(C(F)(F)F)cc1Cl	1570	1.1	7	10	0	0.0	3	-4	-12	-3	-0.16
COc1ccc2cc(C(=O)Nc3ccc(O)cc3)sc(=O)c2c1OC	1629	0.9	1	-13	6	-0.2	4	100*	8	5	0.34
COc1ccccc1CNC(=O)/C=C/c1ccc(S(=O)(=O)NCc2ccco2)cc1	1481	1.1	2	-10	2	-0.2	7	10	-14	0	0.01
COc1ccc(/C=N\NC(=O)c2cc(OCC(F)(F)F)ccc2OCC(F)(F)F)cc1	1722	0.9	4	nt	7	0.2	-1	-4	12	1	nt
Cc1ccc(/C=C/c2nnc(-c3cccs3)o2)cc1	1514	0.9	5	nt	4	-3.8	2	-3	7	3	nt
Cc1ccc(NC(=O)c2cc(-c3ccccc3)nn2-c2ccccc2)cc1	1548	0.9	-4	4	1	0.1	4	17	8	-6	0.76
Cc1nn2c(-c3ccc(Cl)cc3)nnc2s1	1481	0.9	-4	nt	-6	0.0	-7	-5	13	5	-1.2
Nc1nc(SCC(=O)Nc2ccc(Br)cc2F)n[nH]1	1684	1.1	15	4	-3	1.8	-2	6	-14	8	-0.29
O=C(NCc1ccc2c(c1)OCO2)c1cc(-n2cnnc2)ccc1Cl	1435	1	6	1	-7	2.0	-2	-5	-2	2	nt
COc1ccc(N(CC(=O)O)S(=O)(=O)c2ccc(C)cc2)cc1Cl	1590	1.3	-7	-20	1	0.6	-3	-6	-32	-5	-0.12
Cc1cc2ccccc2n1CCNC(=O)C1CCCCC1	1415	0.9	2	nt	1	-0.8	7	-5	9	-1	nt
O=c1[nH]n(Cc2ccccc2)c(=O)c2ccccc12	1684	0.9	-10	nt	8	-3.2	10	24	8	4	nt
COC(=O)C(O)(CC(=O)Nc1ccc(OC)cc1)C(F)(F)F (stereo not drawn)	1535	0.9	-1	nt	4	0.2	2	-6	8	13	-0.35
CCOC(=O)Cc1nnc(NC(=O)Nc2ccccc2)s1	1302	1	13	-8	4	-2.5	1	-12	3	-1	nt
COC(=O)C(C(C)C)N1CCc2c(C)nc3c(C#N)cnn3c21 (stereo not drawn)	1524	1.1	7	-18	6	-0.5	-1	5	-11	0	0.94
CC1(C)CC[C@]2(C(=O)O)CC[C@]3(C)C(=CCC4[C@@]5(C)CC[C@H](O)C(C)(C)C5CC[C@]43C)C2C1 (stereo partly drawn)	1480	0.9	12	-12	3	0.3	5	-6	5	18	2.3
CCOC(=O)C1C2C=CC3(CN(C4CCCC4)C(=O)C13)O2 (stereo not drawn)	1608	1	1	-9	-5	-0.6	-1	-7	5	1	nt
Cc1cc(C)c(C2=NOC3C4CCC(C4)C23)c(C)c1 (stereo not drawn)	1590	0.9	0	-5	7	0.3	1	-2	9	2	nt
Cc1ccc(-c2ccc3nnc(SCC(N)=O)n3n2)cc1	1444	1	3	-9	9	-0.4	-3	-4	4	7	-1
Cc1nc(NC(=O)c2ccc(F)cc2)sc1C(=O)Nc1ccc2c(c1)CCC2	1435	1	7	nt	3	1.8	3	-1	-1	-10	nt
CCOC(=O)c1cc2c(=O)n3ccccc3nc2n(Cc2ccco2)c1=NC(=O)c1cccnc1	1486	1	1	nt	2	-3.7	3	40	0	11	-1
COc1ccccc1OCC(=O)OCC(=O)Nc1sccc1C(N)=O	1715	1.4	-16	6	6	0.1	7	53*	-36	1	0.28
Cc1ccc(/C=c2/sc3nnc(-c4ccccc4Cl)n3c2=O)o1	1419	1	-1	-9	-3	0.1	5	-7	0	7	nt
CN(C)c1ccnc2sc3c(=O)n(Cc4ccccc4)cnc3c12	1560	1	-4	3	5	1.3	10	-1	5	4	nt
Cc1ccnc(NS(=O)(=O)Cc2ccccc2)c1	1604	1.1	4	nt	-2	-0.4	-6	-5	-12	6	nt
Cc1cc(/C([O-])=C(/C(=S)Nc2ccc(F)cc2)[n+]2ccccc2)c(C)n1-c1ccc(F)cc1	1735	0.9	6	nt	6	-5.3	1	3	9	2	nt
